PAD4 inh: human PAD4 inhibitors, primary screen, biochemical, fluorescence polarization, 1536-well format. inhibition, % at 6.36 µM. actives 0.41% (n = 330,000). recombinant PAD4, RCA probe fluorescence polarization. Protein-arginine deiminase type-4 (Homo sapiens), Q9UM07;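 active means percent inhibition above a cutoff equal to the mean of all tested compounds plus 3 SD, cut at about 15% in these data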;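 further: 0% = PAD4 with RCA probe and DMSO and 100% = probe without PAD4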
Target sequence (Q9UM07 whole entry, looked up): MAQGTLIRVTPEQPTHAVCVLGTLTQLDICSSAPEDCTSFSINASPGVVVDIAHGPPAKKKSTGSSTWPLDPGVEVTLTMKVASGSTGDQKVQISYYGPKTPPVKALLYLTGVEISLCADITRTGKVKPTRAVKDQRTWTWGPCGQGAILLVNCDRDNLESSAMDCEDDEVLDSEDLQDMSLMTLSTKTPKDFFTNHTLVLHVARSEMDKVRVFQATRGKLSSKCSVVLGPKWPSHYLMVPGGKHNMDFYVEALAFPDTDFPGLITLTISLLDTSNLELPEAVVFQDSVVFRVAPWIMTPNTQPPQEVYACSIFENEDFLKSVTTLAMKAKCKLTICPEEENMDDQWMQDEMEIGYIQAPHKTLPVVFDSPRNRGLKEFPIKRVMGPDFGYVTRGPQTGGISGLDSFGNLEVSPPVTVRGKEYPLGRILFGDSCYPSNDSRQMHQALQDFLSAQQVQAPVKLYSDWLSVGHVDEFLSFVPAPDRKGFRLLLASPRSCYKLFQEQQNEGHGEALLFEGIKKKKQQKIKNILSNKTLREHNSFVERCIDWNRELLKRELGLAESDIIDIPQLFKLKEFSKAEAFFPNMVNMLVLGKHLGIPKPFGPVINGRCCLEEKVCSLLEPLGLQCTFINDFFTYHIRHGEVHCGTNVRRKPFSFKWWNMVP
GSTO1 inh: inhibitors of recombinant GSTO1, primary screen, counter-screen for RBBP9 inhibitor project, biochemical, fluorescence polarization. inhibition, % at 5.96 µM. actives 1.1% (n = 300,000). activity-based probe fluorescence polarization. AID 1974, 2009;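 active means inhibition above the campaign mean inhibition plus 3 SD, cut at about 35% in these data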;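 further: 0% = GSTO1-1 with DMSO and 100% = wells lacking GSTO1-1 enzyme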
PAFAH1B2 inh: PAFAH1B2 enzyme inhibitors, primary screen, biochemical, fluorescence polarization, human; AID 492953, 2010; recombinant PAFAH1B2, FP-rhodamine activity probe; inhibition, % at 3.39 µM; Platelet-activating factor acetylhydrolase IB subunit alpha2 (Homo sapiens), P68402; actives 1.2% (n = 340,000);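 active means inhibition above the mean of all tested compounds plus 3 SD, cut at about 24% in these data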;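 further: 0% = enzyme with DMSO and 100% = wells lacking PAFAH1B2; many of its hits are not listed in these tables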
PAFAH1B3 FP inh: PAFAH1B3 enzyme inhibitors, primary screen, biochemical, fluorescence polarization, human; Platelet-activating factor acetylhydrolase IB subunit alpha1 (Homo sapiens), Q15102; recombinant PAFAH1B3, FP-rhodamine probe; inhibition, % at 3.39 µM; actives 0.28% (n = 340,000);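 active means inhibition above the screen-wide average of all tested compounds plus 3 SD, cut at about 25% in these data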;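 further: 0% = enzyme with DMSO only and 100% = wells lacking PAFAH1B3 protein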
pPAFAH FP inh: pPAFAH enzyme inhibitors, primary screen, biochemical, fluorescence polarization, human | actives 1.5% (n = 330,000) | inhibition, % at 3.39 µM | AID 463082, 2010 | Platelet-activating factor acetylhydrolase (Homo sapiens), Q13093 | recombinant pPAFAH, FP-rhodamine probe fluorescence polarization;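 active means inhibition above the mean inhibition across the screen plus 3 SD, cut at about 25% in these data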;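 further: inhibitors block binding of the rhodamine activity-based probe so polarization drops; 0% = enzyme with DMSO and 100% = wells lacking pPAFAH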
PAFAH2 inh: PAFAH2 enzyme inhibitors, primary screen, biochemical, fluorescence polarization, human; Platelet-activating factor acetylhydrolase 2, cytoplasmic (Homo sapiens), Q99487; recombinant PAFAH2, FP-rhodamine activity probe; inhibition, % at 3.39 µM; actives 0.99% (n = 340,000); AID 492956, 2010;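 active means inhibition above the mean over all tested compounds plus 3 SD, cut at about 30% in these data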;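 further: inhibitors block probe labeling of enzyme so polarization drops; 0% = enzyme with DMSO and 100% = wells lacking PAFAH2 protein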
LYPLA1 counter: LYPLA1 inhibitors, primary screen, counter-screen for PME1 inhibitor project, biochemical, fluorescence polarization, FP-Rh probe ABPP; recombinant LYPLA1; inhibition, % at 5.9 µM; actives 0.16% (n = 320,000); AID 2174, 2009;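 active means inhibition above the mean of all tested compounds plus 3 SD, set per campaign, cut at about 14% in these data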;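 further: inhibitors block serine hydrolase probe labeling of LYPLA1 so polarization falls; 0% = enzyme with DMSO and 100% = wells lacking LYPLA1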
PME-1 primary: PME-1 inhibitors via competitive probe labeling, primary screen, biochemical, fluorescence polarization, FP-Rh probe, HTS | inhibition, % at 5.9 µM | Protein phosphatase methylesterase 1 (Homo sapiens), Q9Y570 | actives 0.53% (n = 320,000) | AID 2130, 2009 | recombinant PME-1;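 active means inhibition above the campaign mean of all compounds plus 3 SD, cut at about 26% in these data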;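 further: competitive labeling of PME-1 active site by serine hydrolase directed probe; 0% = PME-1 with DMSO and 100% = wells lacking PME-1 enzyme; inhibitors block probe labeling so polarization falls and inhibition rises; many of its hits are not listed in these tables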
LYPLA2 counter: LYPLA2 inhibitors, primary screen, counter-screen for PME1 inhibitor project, biochemical, fluorescence polarization, FP-Rh probe ABPP; Acyl-protein thioesterase 2 (Homo sapiens), O95372; recombinant LYPLA2; inhibition, % at 5.9 µM; actives 0.38% (n = 320,000); AID 2177, 2009;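 active means inhibition above the screen-wide mean plus 3 SD, limit set per campaign, cut at about 26% in these data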;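 further: 0% = LYPLA2 with DMSO and 100% = wells lacking LYPLA2 enzyme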
Target sequence (O95372 whole entry, looked up): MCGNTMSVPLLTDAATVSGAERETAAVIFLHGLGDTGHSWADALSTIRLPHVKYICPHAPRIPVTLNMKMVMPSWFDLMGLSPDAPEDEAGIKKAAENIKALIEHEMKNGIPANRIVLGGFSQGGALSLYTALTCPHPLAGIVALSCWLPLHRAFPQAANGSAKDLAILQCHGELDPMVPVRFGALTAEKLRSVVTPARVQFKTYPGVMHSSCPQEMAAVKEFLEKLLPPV
* hit, by the source's call; . = not tested or not shown. This is a subset (hit frequency here may not be typical).

SMILES	PAD4 inh	GSTO1 inh	PAFAH1B2 inh	PAFAH1B3 FP inh	pPAFAH FP inh	PAFAH2 inh	LYPLA1 counter	PME-1 primary	LYPLA2 counter
CCn1c(C)nc2c1C(=O)c1ccccc1C2=O	1	4	3	4	0	-7	1	5	-2
CCOc1ccc(N2CC(C(=O)NC3=NCCS3)CC2=O)cc1 (stereo not given)	-7	10	2	4	1	-3	3	0	9
O=C(Nc1ccc(-c2nc3ccccc3[nH]2)cc1)c1ccc(N2C(=O)CCC2=O)cc1	-3	-7	-1	-17	-5	-16	-9	-20	-18
Cc1c(C(=O)OCC(=O)N2CC(=O)Nc3ccccc32)oc2ccccc12	0	-2	8	-3	9	-6	-6	-1	-2
COc1ccccc1-n1cnc2sc(-c3ccccc3)cc2c1=O	-5	2	2	-6	6	-5	-2	-3	-5
CC(=O)[C@@]1(O)CC[C@H]2[C@@H]3CCC4=CC(=O)CC[C@]4(C)[C@H]3[C@@H](O)C[C@@]21C	0	-1	1	7	1	2	-2	1	-2
Cc1ccc(/C=N/NC(=O)C(C)Oc2ccccc2[N+](=O)[O-])s1 (stereo not given)	-2	-5	2	3	4	-6	-6	-2	2
COc1ccc(CCNC(=O)Cn2ccc3cc(S(=O)(=O)N4CCCC4)ccc32)cc1OC	0	-4	2	5	7	0	0	1	1
Cc1ccc(NC(=O)C(c2ccccc2)N2CCN(CC(=O)N3CCOCC3)CC2)cc1Cl (stereo not given)	-1	.	-1	9	3	-3	0	2	1
Cc1nnsc1C(=O)N/N=C/c1c(F)cccc1Cl	1	-6	6	9	4	-1	-1	2	9
Cc1onc(C(=O)NN)c1C(=O)N1CCN(C(c2ccccc2)c2ccccc2)CC1	3	-12	9	7	3	-1	-3	-2	-2
CNS(=O)(=O)c1cnccc1N1CCN(C)CC1	-2	0	-3	8	-4	6	5	-1	-2
CCn1c(C)[n+](CCOCC[n+]2c(C)n(CC)c3cc(Cl)c(Cl)cc32)c2cc(Cl)c(Cl)cc21	1	-2	2	11	3	2	4	-7	4
CCN(CC)S(=O)(=O)c1ccc(N/N=C(\C)c2ccc(OC)cc2O)nc1	-1	-8	-3	8	19	4	-5	8	10
COc1ccccc1C1=NNC(=NCc2ccccc2)SC1	8	0	-6	2	6	1	-2	0	3
O=C(CCC(=O)NNC(=O)COc1ccc(Br)cc1Br)NCc1ccccc1	1	4	.	.	27*	.	-2	-2	-6
COc1ccccc1NC(=O)c1ccc(NC(=O)c2nc3nccc(C)n3n2)cc1	-4	.	1	-7	3	-1	-1	4	4
C/C(=N\NC(=O)CNC(=O)c1ccncc1)c1ccc(C)cc1	0	4	4	0	3	4	0	-4	-2
CCOc1ccc(N2C(=O)CC(n3nc(C)cc3C)C2=O)cc1 (stereo not given)	0	12	1	0	-1	-2	3	2	5
CC1CCCCN1S(=O)(=O)c1ccc(S(=O)(=O)N2CCN(c3ccccc3)CC2)cc1 (stereo not given)	-2	2	1	2	2	-1	-4	-1	-7
O=[N+]([O-])c1ccc(C(=S)N2CCC(Cc3ccccc3)CC2)cc1	6	-2	2	2	4	3	1	8	8
O=C(CBr)N1CCc2ccccc2C(c2ccccc2)C1 (stereo not given)	7	-3	7	6	6	4	4	-4	3
CC(C)NC(=O)N1CCC(c2nc3ccccc3s2)CC1	3	3	5	6	3	6	5	-5	6
CCCCn1nnnc1NCc1cccs1	-1	9	2	4	-2	5	1	1	0
C/C(N)=C(/C#N)C(=O)COC(=O)c1ccccc1Cc1ccccc1	-4	-17	7	4	-1	-4	-1	3	2
Nc1ncnc(N(c2ccccc2)C2CCCCC2)c1[N+](=O)[O-]	-3	1	6	2	3	2	-4	10	-6
O=C(CN1C(=O)C(=O)N(Cc2ccco2)C1=O)NC1CCCCC1	-1	2	3	-1	-1	-1	-1	-2	0
Cc1ccc(/C=N/Nc2nc(N3CCCCC3)nc(N3CCCCC3)n2)o1	0	-4	2	-2	9	-2	1	-6	1
Cc1nc2ccc(NC(=O)c3ccccc3)cc2s1	3	-1	-1	-4	-1	6	1	6	4
Cc1cc(C)c(C)c(S(=O)(=O)N2CCC(C(=O)NCCCN3CCCC3=O)CC2)c1C	-5	.	-4	12	0	2	2	1	-3
Cc1ccc(/C(O)=C2/C(=O)C(=O)N(c3ccccn3)C2c2ccc(F)cc2)cc1 (stereo not given)	-1	12	3	2	-2	-1	1	-10	3
C#CCOCCOCCOCCNc1nc(N2CCN(C(=O)Cn3cc(CCO)nn3)CC2)nc(N2CCN(C(=O)[C@H]([C@@H](C)O)n3cc(CCCCN)nn3)CC2)n1	-10	2	6	0	5	2	2	4	-3
CCOc1ccc(CC(=O)NCc2cn3c(C)csc3n2)cc1	0	5	2	3	13	-1	1	1	-2
O=C(NNC1=C(C(=O)C(F)(F)F)CCC1)c1cccnc1	-1	-6	3	14	-1	-3	1	0	-6
COc1ccc(-c2cc(=O)oc3cc(OC(=O)C4CCCCC4)c(Cl)cc23)cc1	-7	5	-4	-1	14	-12	4	1	6
COc1cccc(NC(=O)NNC(=O)CN2C(=O)COc3ccccc32)c1	-7	7	2	-4	-2	6	1	1	6
O=[N+]([O-])c1cccc(OCc2cn3cccnc3n2)c1	2	1	1	0	-4	1	-1	-5	-8
CCOc1ccc(C(=O)CCC(=O)N(CC)CC(=O)NCc2ccc(Cl)cc2)cc1	-1	7	-2	1	6	1	-4	4	0
O=C(Cc1ccccc1)c1ccc2c(c1)OCCO2	0	0	4	2	-2	2	-1	5	-5
S=C(Nc1ccccc1Cl)N1CCOCC1	-6	6	2	7	-2	8	3	-1	5
Cc1ccn2cc(CCNS(=O)(=O)c3ccc4ccccc4c3)nc2c1	-2	-2	-3	0	2	-5	-3	6	5
CCOc1cc(NC(=S)NCC2CCCO2)c(OCC)cc1NC(=O)c1ccc(F)cc1 (stereo not given)	-3	-2	1	6	2	3	-2	-1	-4
Cc1ccc(-c2cc(N)n[nH]2)cc1	1	3	2	1	4	5	1	1	2
COc1ccc(-c2nc(C)c(C(C)=O)n2O)cc1[N+](=O)[O-]	-2	9	1	2	4	6	2	4	8
O=C(Nc1ccccc1C(=O)NCCCN1CCOCC1)c1ccc(F)cc1	4	5	5	6	0	-2	1	-4	-1
COc1ccc(CN(C(=O)c2ccco2)c2ccc(C)c(C)c2)cc1	-3	8	1	0	1	0	-5	-2	-12
Cc1c(C(=O)N2CCCCCC2)nnn1-c1nonc1N	0	-5	-1	-2	0	-8	-4	-10	4
C[N+](C)(C)CCNC(=O)c1c(O)c2c([nH]c1=O)CCCC2	6	2	6	1	3	0	4	-6	3
COC(=O)C(C)N1C(=O)S/C(=C\c2cc(C)n(-c3ccccn3)c2C)C1=O (stereo not given)	-3	-4	3	-1	2	-1	-3	4	-3
CCOc1ccc(N2CC(C(=O)Nc3cc(C)on3)CC2=O)cc1 (stereo not given)	1	4	-6	-2	-1	-3	1	-5	1
O=C(NCCCN1CCCC1=O)Nc1ccc(F)c(Cl)c1	-1	-9	3	4	-2	0	-1	3	0
Cc1nn(-c2ccc(N3CCOCC3)nn2)c(C)c1CCC(=O)NCc1ccccc1	2	-15	-1	3	6	-9	-3	0	-4
COc1ccccc1/C=C1\N=C(C(C)(C)C)OC1=O	2	2	2	4	2	7	-4	6	2
Nc1cccc(C(=O)N/N=C/c2ccsc2)c1	-1	-2	3	-2	-3	2	4	-9	-5
CCCCn1c(N)c(N(CC)C(=O)CSCc2c(C)noc2C)c(=O)[nH]c1=O	0	2	0	-1	2	-4	-4	3	-4
COc1cc(/C=C2/SC(=S)N(Cc3ccccc3)C2=O)ccc1OS(C)(=O)=O	-1	1	0	-6	13	-1	-1	-6	-4
CC1=NN(c2ccc(C)cc2C)C(=O)C1C(c1cccc(O)c1)C1C(=O)N(c2ccc(C)cc2C)N=C1C (stereo not given)	40*	55*	2	1	-5	2	0	-9	0
CC(C)(C)OC(=O)C[C@@H]1C/C=C\C[C@H](CC(=O)N(CCO)Cc2ccccc2)C(=O)NCCOC1=O	3	.	5	-1	4	6	.	.	.
COc1ccccc1N1CCN(C(=O)c2cc3c(s2)CCCCC3)CC1	-5	5	2	1	15	6	1	3	1
CCC(C)(C(=O)NC1CCCC1)N(Cc1ccco1)C(=O)c1ccccn1 (stereo not given)	-5	-3	-1	8	-3	-2	-1	4	-6

Additional compounds follow.
SMILES	PAD4 inh	GSTO1 inh	PAFAH1B2 inh	PAFAH1B3 FP inh	pPAFAH FP inh	PAFAH2 inh	LYPLA1 counter	PME-1 primary	LYPLA2 counter
COc1ccc(-c2nc(CN3CCC(C(=O)NC4CCN(Cc5ccccc5)CC4)CC3)c(C)o2)cc1OC	-4	1	1	8	4	-3	-3	-1	-4
CCCC(C)NC(=O)Cc1ccccc1 (stereo not given)	-3	-1	4	-9	1	-8	1	5	2
CCC(C)NC(=S)NNC(=O)c1ccncc1 (stereo not given)	0	-21	2	3	-5	-2	3	-2	12
CC(C)[C@H](N)C(=O)NC[C@H]1CC[C@H](C(=O)N[C@@H](Cc2ccccc2)C(=O)O)CC1	-2	-3	5	11	-3	0	2	3	4
COc1ccccc1NC(=O)CC(NCc1ccccc1)C(=O)O (stereo not given)	5	5	-3	2	2	1	4	5	5
CCOC(=O)C1CCN(S(=O)(=O)c2c(Cl)ccc3nonc23)CC1	-2	8	7	6	5	5	1	1	-1
CCn1cc(C(=O)NCCCN2CCCC2)c(=O)c2cc(S(=O)(=O)N3CCc4ccccc4C3)ccc21	-4	-16	6	16	-9	-1	-1	-1	-5
O=C(Cn1cccc1C(=O)c1ccccc1)NCc1cccnc1	1	1	4	7	6	0	0	-3	1
C/C(N)=C(/C#N)C(=O)CSc1nc2ccccc2[nH]1	-7	15	1	2	9	5	-6	-2	1
Cc1cc(/C=C2\C(=N)N3N=C(CC(=O)N4CCOCC4)SC3=NC2=O)c(C)n1-c1ccccc1	-3	-7	7	7	12	3	-7	-2	2
Cc1nc(-c2ccc(-n3nncc3-c3ccco3)cc2)cs1	3	-6	7	0	14	-18	2	0	8
O=[N+]([O-])c1ccc(S(=O)(=O)Nc2ccc(-c3ccc(N4CCOCC4)nn3)cc2)cc1	-1	5	4	5	-2	7	2	-2	3
O=C(Cn1c(NCCCO)nc2ccccc21)c1ccc(Cl)cc1Cl	4	-5	9	1	4	-2	5	3	11
O=C(NCc1cccc(Cl)c1)c1ccncc1	1	-2	1	7	2	-3	5	1	1
O=C(O)CCC(=O)N1CCN(S(=O)(=O)c2cccs2)CC1	-1	7	3	8	4	2	2	5	-3
O=C(c1cc2n(n1)C(C(F)(F)F)CC(c1ccc(F)cc1)N2)N1CCCC1 (stereo not given)	-3	-7	9	13	7	-5	-2	0	5
CN=C(Nc1cc(C)nn1CCC#N)c1ccccc1F	1	-4	1	5	8	9	0	-7	-3
